NCI-60 one-dose screen, 48 h, at 10 µM unless noted. Numbers give growth in % (100 = growth as untreated, 0 = no growth, -100 = all killed).
A549/ATCC = A549/ATCC NSCLC; actives 3.7% (n = 81,000)
M14 = M14 melanoma | actives 6.2% (n = 80,000)
HOP-92 = HOP-92 NSCLC cells; actives 6.3% (n = 71,000)
MOLT-4 = MOLT-4 leukemia cells; actives 6.9% (n = 80,000); AID 1794779
EKVX = EKVX NSCLC; AID 1794765; actives 3% (n = 71,000)
RPMI-8226 = RPMI-8226 leukemia cells; actives 7.5% (n = 77,000); AID 1794781
CCRF-CEM = CCRF-CEM leukemia | AID 1794778 | actives 7% (n = 77,000)
HOP-62 = HOP-62 NSCLC | AID 1794735 | actives 3.9% (n = 80,000)
* = called active by the depositor; . = not tested or not shown; & = joins results of further samples. Rule for the calls: active = growth percent below 10; inactive = the rest.

SMILES	A549/ATCC	M14	HOP-92	MOLT-4	EKVX	RPMI-8226	CCRF-CEM	HOP-62
C/C(=N\N1C(=O)c2ccccc2NC1c1ccc(Cl)cc1)c1c(O)cc(C)oc1=O (configuration not stated)	96	99	83	93	109	97	92	98
CC(=O)OCC1C(C)C=CC(C)C1COC(C)=O (configuration not stated)	84&103	93&104	.	100&110	94	89&95	94&102	92&113
COc1cccc(C2(Cc3cccc(Cl)c3)C(=O)Nc3cccc(Cl)c32)c1 (configuration not stated)	86	90	79	68	92	90	80	94
CC1(C)CC(=O)c2c(nc(Nc3nc4ccccc4s3)nc2-c2ccc(Cl)cc2Cl)C1	77	98	69	68	.	73	.	98
COc1ccc(Sc2[nH]c(C=O)c3ccccc23)cc1	35	77	54	42	33	-17*	0.8*	71
COC(=O)C1([N+](=O)[O-])CC(c2ccc3ccccc3c2)ON(c2ccccc2)C1c1ccccc1 (configuration not stated)	69	86	77	68	.	76	78	105
Nc1cc(-c2c[nH]c3ccc(Cl)cc23)nc2cc(-c3c[nH]c4ccccc34)nn12	-8.1*	-26*	-23*	-27*	-24*	0.5*	-17*	-48*
O=C(Nc1cnc(Nc2ccc(N3CCOCC3)nc2)nc1Oc1ccc(C(F)(F)F)cc1)c1ccncc1	81	99	94	101	100	100	91	93
COc1ccc(N2C(=O)CCC2C(=O)Nc2ccccc2OC)cc1 (configuration not stated)	104	95	99	95	107	.	89	99
Clc1ccccc1Cn1cc(CSc2nc3ccccc3o2)nn1	89	101	92	103	104	106	106	89
COCCNc1nc2ccccc2c2c(=O)c3cc(F)ccc3sc12	94	106	77	98	85	.	91	96
O=C1NNC(=NCC(=O)N2C(=O)C(=O)c3ccccc32)Nc2ccccc21	.	102	117	96	123	102	98	100
Nc1nc(CSCC(=O)N/N=C/c2ccccc2F)nc(Nc2ccccc2F)n1	101	105	87	95	95	98	.	100
CN(C)CCCOc1nn(Cc2ccccc2)c2ccccc12	95	94	82	86	90	93	70	88
COc1ccc2c(CSc3nc(Cl)c(C#N)c(-c4ccc(Cl)cc4)n3)cc(=O)oc2c1	86	98	103	92	108	.	103	82
O=C1CC(O)C(Cc2ccccc2)N1 (configuration not stated)	99	99	112	101	.	103	.	92
CC(C)C1=CC2=C(C=O)C[C@@H]3[C@](C)(CCC[C@@]3(C)C(=O)OCC#CCN3CCOCC3)[C@H]2CC1	75	90	53	56	80	38	67	83
CCOC(=O)c1c(C)oc2ncnc(Nc3ccc(NC(=O)Nc4ccc(CC)cc4)cc3)c12	89	100	94	99	102	95	94	.
CCCCCCn1c(-c2ccc(C(=O)O/N=C(\N)c3ccc(Cl)cc3)cc2)nc(-c2ccccc2)c1-c1ccccc1	101	99	108	107	100	.	91	98
Cc1nc(-n2[nH]c(=O)ccc2=O)sc1N=Nc1ccc(Cl)cc1	102	92	101	105	96	103	103	99
COc1ccc2[nH]cc(-c3nc(N)nnc3-c3cn(C)c4ncccc34)c2c1	51	33	81	41	64	58	68	62
CCOC(=O)C(Cc1ccccc1)n1c(O)c(C=Nc2ccccc2)sc1=S (configuration not stated)	74	80	96	80	.	70	108	86
CCCCNC(=O)CCC	106	95	100	97	94	96	92	96
O=C(NCO)NCOCn1c(=O)n(CO)c(=O)n(CO)c1=O	91	100	110	104	100	107	106	.
COc1ccc2c(c1)c(-c1nc(-c3ccsc3)cs1)cn2C	92	92	.	86	73	.	.	.

Some of these compounds in order of formula weight, lowest first:
SMILES	A549/ATCC	M14	HOP-92	MOLT-4	EKVX	RPMI-8226	CCRF-CEM	HOP-62
CCCCNC(=O)CCC	106	95	100	97	94	96	92	96
O=C1CC(O)C(Cc2ccccc2)N1 (configuration not stated)	99	99	112	101	.	103	.	92
CC(=O)OCC1C(C)C=CC(C)C1COC(C)=O (configuration not stated)	84&103	93&104	.	100&110	94	89&95	94&102	92&113
O=C(NCO)NCOCn1c(=O)n(CO)c(=O)n(CO)c1=O	91	100	110	104	100	107	106	.
Cc1nc(-n2[nH]c(=O)ccc2=O)sc1N=Nc1ccc(Cl)cc1	102	92	101	105	96	103	103	99
COCCNc1nc2ccccc2c2c(=O)c3cc(F)ccc3sc12	94	106	77	98	85	.	91	96
COc1ccc2[nH]cc(-c3nc(N)nnc3-c3cn(C)c4ncccc34)c2c1	51	33	81	41	64	58	68	62
CCOC(=O)C(Cc1ccccc1)n1c(O)c(C=Nc2ccccc2)sc1=S (configuration not stated)	74	80	96	80	.	70	108	86
C/C(=N\N1C(=O)c2ccccc2NC1c1ccc(Cl)cc1)c1c(O)cc(C)oc1=O (configuration not stated)	96	99	83	93	109	97	92	98
Nc1nc(CSCC(=O)N/N=C/c2ccccc2F)nc(Nc2ccccc2F)n1	101	105	87	95	95	98	.	100
CC(C)C1=CC2=C(C=O)C[C@@H]3[C@](C)(CCC[C@@]3(C)C(=O)OCC#CCN3CCOCC3)[C@H]2CC1	75	90	53	56	80	38	67	83
COC(=O)C1([N+](=O)[O-])CC(c2ccc3ccccc3c2)ON(c2ccccc2)C1c1ccccc1 (configuration not stated)	69	86	77	68	.	76	78	105

Next section
SMILES	A549/ATCC	M14	HOP-92	MOLT-4	EKVX	RPMI-8226	CCRF-CEM	HOP-62
C[C@@H](C[C@H](CCOC(=O)N(C)C)c1ccccc1)c1ccc2ccccc2c1	83	102	92	81	99	79	92	94
CCN(CC)CCCOC(=O)c1cc2ccccc2s1	107	100	96	116	95	106	103	100
CCCCOc1ccc(/C=N/NC(N)=S)cc1	91	78	68	46	86	49	37	116
CC(=O)Nc1ccc2c(c1)C(NC(=O)/C=C\C(=O)O)c1ccccc1-2 (configuration not stated)	102	111	113	113	103	112	114	114
Cn1cc(-c2ccc3cc(-c4ccc(CC(=O)Nc5cc(C(C)(C)C)on5)cc4)cnc3c2)cn1	16	0.1*	51	4.9*	39	20	3.4*	44
COC(=O)C1C(O)CCC2CN3CCc4c([nH]c5ccccc45)C3CC21 (configuration not stated)	83&89	98&94	97&92	96&104	102&105	95&95	.	90&94
CCOC(=O)C(Nc1ccccc1)C(=O)OCC	100	103	73	83	108	106	111	101
CC(C)/C=C/CC[C@](C)(O)[C@H]1CC[C@]2(C)[C@@H]1CC[C@@H]1[C@@]3(C)C/C(=C/c4ccncc4)C(=O)C(C)(C)[C@@H]3CC[C@]12C	60	76	49	51	82	36	56	99
CC(=O)O[C@@H]1[C@H](OC(=O)c2c(C)cc(O)cc2O)[C@@H](CO)O[C@H]1n1ccc(=O)[nH]c1=O	82	96	92	86	88	99	101	91
Oc1ccc(Cc2ccc(O)c(C3CC(c4ccc5c(c4)OCO5)=NN3)c2)cc1C1CC(c2ccc3c(c2)OCO3)=NN1 (configuration not stated)	54	99	.	61	70	59	34	78
Cc1cc(C)nc(NS(=O)(=O)c2ccc(NC(=O)Nc3cc(Cl)ccc3Cl)cc2)n1	92	104	95	82	.	88	99	102
CN1CCCc2cc(/C=C3\SC(=S)N(CC(=O)O)C3=O)ccc21	101	97	87	107	93	94	100	98
CCCCC(CC)COS(=O)(=O)O (configuration not stated)	98	100	105	114	.	106	103	101
COc1ccc(-c2nc3cc(C)ccc3n2CC(=O)N=Nc2c(O)[nH]c3ccccc23)cc1	-34*	-71*	.	13	46	59	79	10
O=C(O)CNC(=O)CNC(=O)C(Br)Cc1ccccc1 (configuration not stated)	97	107	.	104	114	104	120	108
O=C(Cn1c[n+](CC(=O)c2ccc(F)cc2)c2ccccc21)Nc1cccc2cccnc12	101	100	66	98	91	80	95	100
c1csc(Cn2c(-c3cccs3)nc3ccccc32)c1	86	95	.	91	.	66	78	103
Cc1cc(CSC(=N)N)c(C)cc1CSC(=N)N	98	106	89	97	.	94	97	100
CC(C)OCCCn1c(=N)c(S(=O)(=O)c2ccccc2)cc2c(=O)n3ccccc3nc21	102	105	93	98	92	110	117	83
C=CCC(CC=C)(CC=C)C(=O)CC	122	111	.	116	.	106	78	101
CN(C)Cc1cc(C(C)(C)C)ccc1O	97	102	87	109	100	101	88	111
COc1ccc(/C=C/C(=O)Nc2cccc(C(F)(F)F)c2)cc1OC	96	105	110	94	104	85	100	108
COc1ccc2cc(C(=O)/C=C/N3CCN(CCO)CC3)ccc2c1	98	.	73	80	93	84	91	92
CC(c1cc(Cl)ccc1O)c1cc(Cl)ccc1O	29	23	.	52	41	21	33	84
COc1cc(C(=O)C(C)[n+]2ccccc2)ccc1OC(C)=O (configuration not stated)	98	97	114	110	97	117	113	90
More structures follow:
SMILES	A549/ATCC	M14	HOP-92	MOLT-4	EKVX	RPMI-8226	CCRF-CEM	HOP-62
O=C(CCCCCCNC(=O)c1cc(=O)c(O)co1)Nc1ccccc1	99	99	99	100	95	97	97	110
O=C(NNCc1ccccc1)c1ccccc1	.	100	76	128	92	94	76	105
COc1ccc(NC(=O)CSc2nnc3n(Cc4ccccc4)c(=O)c4c(C)c(C(N)=O)sc4n23)cc1	99	95	.	.	106	.	.	120
COc1ccc(C(=O)COc2ccc(NC(=O)Nc3ccc(Cl)c(C(F)(F)F)c3)cc2)cc1	18	19	.	16	10	19	.	43
COc1ccc(C(=S)N2CCN(c3ccccc3Cl)CC2)cc1OC	115	93	86	76	97	117	123	91
COc1ccc(-c2nn(-c3ccccc3)cc2/C=C2/SC(=S)N(CC(=O)O)C2=O)cc1	99	87	99	102	98	99	103	96
O=[N+]([O-])c1cccc(/C=N\N=C\c2cccc([N+](=O)[O-])c2)c1	103	104	.	96	115	101	85	99
COc1ccccc1C(=O)Nc1c(C)cccc1Cl	101	96	76	103	70	94	101	102
CCN1C(=O)/C(=C/C(=O)OC)S/C1=N\NC(=O)c1cc2ccc1/C=C\c1ccc(cc1)/C=C\2	97	87	82	37	94	-14*	34	101
CN(C)C(=S)Sc1nc2ccccc2s1	87	65	21	48	102	77	47	82
N=c1nc2c(c(N)n1-c1ccccc1)c(=S)n(-c1ccccc1)c(=S)n2-c1ccccc1	100	118	75	98	103	99	93	102
Fc1ccc(-c2nc(Nc3ccc(-c4nc5ccccc5[nH]4)cc3)nc(N3CCOCC3)n2)cc1	-75*	-83*	.	-92*	-91*	-73*	-91*	-74*
Nc1cc(SCc2ccccc2)nc(N)n1	97	102	93	97	96	94	100	92
O=C(N/N=C/c1ccccc1)c1ccccc1	110	111	111	110	115	.	89	109
ClC1C2CC(c3ccccc32)C1Cl (configuration not stated)	110	103	.	101	123	98	97	129
Nc1no[n+]([O-])c1-c1csc(-n2nc(-c3ccccc3)cc2-c2ccccc2)n1	104	102	88	104	94	.	101	90
CCCn1c(O)c(N=NC(=O)c2oc3ccccc3c2C)c2cc(Br)ccc21	104	106	100	106	83	.	107	99
Nc1nc(S)cc(=S)[nH]1	95	99	105	84	101	108	100	101
COc1ccc(/C=C(/C(=O)N2CCN(c3ccccc3)CC2)c2cc(OC)c(OC)c(OC)c2)cc1N	24	1.5*	92	10	41	7.7*	8.8*	30
S=c1[nH]nc(NC2CCCCC2)s1	102&115	108&120	90&116	99&85	125	102&104	95&96	108&103
O=c1[nH]c2ccccc2n2cc3ncccc3c12	103	117	105	97	111	115	103	97
COc1ccc(CN(c2ccc(C)cc2)C2OC(=O)c3ccccc32)cc1 (configuration not stated)	89	107	91	94	.	88	90	122
CCOC(=O)C1=C(C)N=C2SC=C(c3ccccc3)N2[C@H]1c1cn(-c2ccccc2)nc1-c1ccc(F)cc1	81	94	69	88	83	87	93	87
N#CC1=C(SCC(=O)NC2CCCCC2)NC(=O)CC1c1ccccc1F (configuration not stated)	100	105	91	92	110	97	94	98
Cc1ccc2nc(Cl)c(/C=C3\SC(=Nc4ccc(S(N)(=O)=O)cc4)NC3=O)cc2c1	102	.	111	99	101	104	97	101
(continued)
SMILES	A549/ATCC	M14	HOP-92	MOLT-4	EKVX	RPMI-8226	CCRF-CEM	HOP-62
O=[N+]([O-])C1=C(c2ccccc2)SC=C(c2ccccc2)S1	62	65	66	26	92	49	15	74
Nc1nc(=S)cc(Nc2cccc(Cl)c2)[nH]1	97	104	88	94	91	95	92	95
Cc1ccc(NC(=O)c2ccccc2C)cc1	103	109	130	98	101	105	100	111
O=c1[nH]c2ccccc2c(=O)n1CCCN1CCN(c2cccc(Cl)c2)CC1	103	103	79	90	120	98	93	108
COc1ccccc1C(=O)Nc1ccc(-c2cc(=O)c3c(OC)c(OC)c(OC)cc3o2)cc1	80	111	79	85	92	71	75	79
Cc1cc(NS(=O)(=O)c2ccc(N3C(=O)/C(=C/c4coc5ccccc5c4=O)N=C3c3ccc(Cl)cc3)cc2)no1	98	99	.	97	.	99	100	99
O=C1N(Cc2ccccc2)c2ccccc2C12Nc1ccccc1S2 (configuration not stated)	74	89	66	69	55	51	66	85
Nc1nc(SCc2ccccc2)c2[nH]cnc2n1	105	97	72	118	99	93	105	95
CCOC(=O)CC1CSC(c2ccc(Cl)cc2)=N1 (configuration not stated)	100	96	99	94	97	106	100	105
Cc1ccc2nc(Cl)cc(=O)n2c1	113	104	104	106	114	96	94	100
Nc1ncc(-c2ccc3ncnc(N4CCc5cc(F)c(Cl)cc54)c3c2)cc1CO	3.9*	-3.7*	-13*	-15*	-16*	-25*	6.1*	9.9*
CCOC(=O)c1cc(=O)[nH]c(=S)[nH]1	85	100	112	73	99	111	107	90
Fc1ccc(-n2cc(CSc3nnc(Cn4c(C(F)(F)F)nc5ccccc54)o3)nn2)cc1	94	99	84	111	96	101	90	82
N#Cc1c(Cl)nsc1-c1ccc([N+](=O)[O-])cc1	89	104	95	87	.	87	93	108
CCOC(=O)/C=C(/C)Nc1ccc(Cl)cc1	99	110	99	95	.	103	93	128
CCOC(=O)c1c(C)nc2ccccc2c1/C=C/c1cccs1	65	93	69	49	68	51	76	85
CCCCC(=O)c1ccc(OC)cc1	97	99	.	104	.	100	92	112
CC1CCCCN1CCCOc1cc([N+](=O)[O-])ccc1C#N (configuration not stated)	86	100	112	101	93	92	91	103

In a second layout: entries from further up
Each structure is followed by: A549/ATCC, M14, HOP-92, MOLT-4, EKVX, RPMI-8226, CCRF-CEM, HOP-62
- O=C1N(Cc2ccccc2)c2ccccc2C12Nc1ccccc1S2 (configuration not stated)
→ 74, 89, 66, 69, 55, 51, 66, 85
- Nc1nc(SCc2ccccc2)c2[nH]cnc2n1
→ 105, 97, 72, 118, 99, 93, 105, 95

Screening results (PubChem)
